IL1B secr inh: blocks inflammasome-driven IL-1 beta release; THP-1 LPS/ATP IL-1B secretion, AlphaLISA, 16 h; stronger effect = lower value; activity change, % at 57.5 µM; 360,000 compounds, 4.7% hits; in the data active = activity change below about -50%; inconclusive = mostly about -30% to -49%; note: % is set by controls: 0 for no effect and ±100 for the full control effect
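Secreted IL-1B measured by AlphaLISA bead assay after 16 h compound exposure of THP-1 cells; compounds (final up to 57.5 uM) added 1 h before LPS (250 ng/mL) and ATP (1.25 mM) stimulation; lower signal means less secretion.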
KB-3-1 cytotox: kills parental KB-3-1 adenocarcinoma cells | KB-3-1 viability, CellTiter-Glo ATP luminescence, 72 h | Potency, µM (titrated, usually from 46.1 µM), without a hit: at the highest dose activity change, negative = cytotoxic, hits mostly cytotoxic | 400,000 compounds, 1.4% hits | AID 1347075; note: potency is the fitted concentration of half-maximal effect; % is set by controls: 0 for no effect and ±100 for the full control effect; nearly all actives have a fitted effect of over 60% in size
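Screening of KB-3-1 cells (DMEM, 10% FBS, phenol-red free) ran from lowest to highest compound concentration; after 72 h at 37 °C viability was read luminescently and curves fitted.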
HT1080 IDH1KD tx: toxicity to HT-1080 IDH1 knockdown cells (counter line); 360,000 compounds, 2% hits; Potency, µM (top dose mostly 46.1 µM), without a hit: top-dose activity, negative = toxicity, hits mostly cytotoxic; AID 686971; HT-1080 IDH1 knockdown viability, ATP luminescence, 48 h;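 note: potency is the fitted concentration of half-maximal effect; 0% = DMSO wells and -100% = cell-free medium wells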
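CellTiter-Glo luminescence after 48 h compound exposure at 37 degrees C of IDH1-knockdown HT-1080 cells in 5% FBS RPMI. %Activity scaled between DMSO wells and cell-free media wells, with curves fitted and assigned curve classes.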
S2 tox: reduces viability in counter-screen for ATXN expression inhibitors | S2 cells (HEK-293 line with an ATXN2-luciferase reporter) viability, CellTiter-Fluor protease fluorescence, 24 h | Potency, µM (highest dose often 56.7 µM), usual class: cytotoxic | AID 651635 | 400,000 compounds, 0.49% hits; note: potency is the fitted concentration of half-maximal effect; nearly all actives have a fitted effect of over 40% in size
HT1080-NT tox: kills 2HG-producing HT-1080-NT fibrosarcoma cells. AID 686970. 360,000 compounds, 1.6% hits. Potency, µM (top dose mostly 46.1 µM), for the others: at the top dose activity, negative = less viability, hits mostly cytotoxic. HT-1080-NT fibrosarcoma viability, CellTiter-Glo ATP luminescence, 48 h;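 note: NT is the 2HG producing partner of a matched IDH1 knockdown line; potency is the fitted concentration of half-maximal effect; 0% = DMSO-treated cells and -100% = media-only wells without cells; nearly all actives have a fitted effect of over 55% in size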
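Viability by CellTiter-Glo luminescence after 48 h compound exposure at 37C of HT-1080-NT cells (750/well, RPMI, 5% FBS). % activity scaled between DMSO wells and medium-only wells, then curve-fitted and categorized by curve class.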
SW480 rerep: inducers of DNA re-replication in SW480 colon cancer cells; SW480 DNA re-replication, Hoechst DNA content imaging, 48 h; 340,000 compounds, 1.8% hits; Potency, µM (top dose mostly 46.1 µM), for the others: at the top dose re-replication activation, most hits filed as activators; note: potency is the fitted concentration of half-maximal effect; % of control where 0% means no effect; nearly all actives have a fitted effect of over 55% in size
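Per well, 250 cells were exposed to pinned compound for 48 hr. Nuclear DNA was visualised with Hoechst (40 min, 37 C) and total object intensity recorded by fluorescence scanning.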
KB-V1 MDR tox: KB-V1 MDR subline cytotoxicity; KB-V1 MDR cells viability, CellTiter-Glo, 72 h; Potency, µM (highest dose often 46.1 µM), for inactives: at the top dose activity change, negative = cytotoxicity, most hits filed as cytotoxic; 400,000 compounds, 3.4% hits; AID 1347076; note: potency is the fitted concentration of half-maximal effect; % is set by controls: 0 for no effect and ±100 for the full control effect; nearly all actives have a fitted effect of over 60% in size
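Cytotoxicity toward P-gp-expressing KB-V1 cells was determined as loss of CellTiter-Glo luminescence after 72 h at 37 degrees C. Compounds were tested in quantitative HTS format across a concentration range, with curves fitted to normalized data.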
MCF10A rerep: induces DNA re-replication in MCF 10a normal breast cells; MCF 10A DNA re-replication, Hoechst nuclear intensity, 48 h; Potency, µM (series often up to 46.1 µM), for the others: top-dose activity, positive = re-replication, actives largely listed as activators; 350,000 compounds, 2.9% hits; note: potency is the fitted concentration of half-maximal effect; % of control where 0% means no effect; nearly all actives have a fitted effect of over 50% in size
ATXN2 expr inh: inhibitors of ATXN2 expression; HEK-293 ATXN2-luciferase reporter, luminescence, 24 h; Potency, µM (doses to about 57 µM), for the others: top-dose activity change, negative = inhibition, usual class: inhibitors; 360,000 compounds, 0.72% hits; AID 1745845; note: potency is the fitted concentration of half-maximal effect; % is set by controls: 0 for no effect and ±100 for the full control effect; nearly all actives have a fitted effect of over 55% in size
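qHTS (up to 57 uM final) was run with 24 h compound exposure of reporter cells at 37 °C. Each well was multiplexed: SteadyGlo luminescence measured ATXN2-luciferase expression after a fluorogenic Gly-Phe-AFC viability readout (25 uM final).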
Active calls of the source: *; i = inactive; ? = inconclusive; nt = not tested or not shown; [ ] = remark or other dose. Unless noted, calls come from the whole dose curve; as a rule, active = well fitted curve in the direction sought with a large enough effect; inconclusive = small, poorly fitted or top-dose-only effect, or another doubt; inactive = no such curve, though single readings can be large; an effect the other way counts as inactive or inconclusive. No enrichment for hits. Share with any hit: about 11%.

mol	ATXN2 expr inh	IL1B secr inh	S2 tox	KB-V1 MDR tox	HT1080-NT tox	HT1080 IDH1KD tx	MCF10A rerep	KB-3-1 cytotox	SW480 rerep
CCCc1noc2c1/C(=N\O)CC(c1ccccc1)C2 (stereo not drawn)	-3.3%	-4.8	i	-4.6%	-7.7%	-8.0%	?	-3.2%	-4.5%
CC12CCC(C(=O)N/N=C/c3ccc(O)cc3)(OC1=O)C2(C)C (stereo not drawn)	0.0%	-7.0	i	11.3%	-0.4%	16.9%	2.1%	27.7%	0.5%
O=C(CSc1nnc(Nc2ccccc2)s1)NC1CCS(=O)(=O)C1 (stereo not drawn)	14.5%	14.2	i	?	3.4%	11.5%	-10.1%	-2.4%	-16.4%
Nc1ncnc2nc(SCc3ccccc3)[nH]c12	-11.2%	-7.7	i	14.5%	-15.5%	-23.6%	?	-24.9%	0.4%
CCOc1cc(C(=S)N2CCCC2)ccc1OCc1ccccc1	3.3%	-10.5	i	?	-11.8%	-10.5%	17.3%	2.3%	0.5%
CC(=O)c1ccc(NS(=O)(=O)c2ccc3c(c2)N(C(C)=O)CCO3)cc1	nt	13.1	nt	-3.8%	-12.7%	-3.1%	0.1%	-3.9%	-32.7%
O=C(c1ccccc1)N1CCCc2ccccc21	5.2%	15.2	i	-18.8%	1.0%	1.9%	-2.9%	-2.3%	-0.7%
CN(CC(=O)Nc1ccc2c(c1)OCO2)S(=O)(=O)c1cccs1	53.0%[activator]	-19.3	i	13.4%	-7.2%	-18.4%	-14.7%	-5.5%	-106.6%[inhibitor]
CCCCCCn1cc(CN2CC(N3CCSCC3)CS2(=O)=O)nn1 (stereo not drawn)	-4.6%	20.6	i	27.2%	20.3%	5.0%	nt	20.7%	nt
CC(=O)Oc1c(S(=O)(=O)c2ccc(C)cc2)c(C)nn1-c1ccccc1	6.3%	0.9	i	-3.5%	-2.7%	0.0%	-1.5%	-1.2%	-0.2%
O=C1c2ccccc2C(=O)N1OCc1ccccc1	-9.1%	15.5	i	1.8%	13.3%	6.9%	0.5%	2.7%	7.9%
CCC(C)C(NC(N)=O)C(=O)Nc1ccc(C)c(Cl)c1 (stereo not drawn)	6.9%	0.0	i	-18.7%	-0.1%	3.3%	8.8%	9.2%	-4.5%
CON/C=C(\C=Nc1ccc(F)cc1)c1ncc(C(F)(F)F)cc1Cl	nt	21.0	nt	0.7%	6.7%	-10.1%	15.1%	2.1%	-14.5%
CC1=NOC(=O)/C1=C/c1ccc(O)cc1	2.4%	-4.3	i	?	8.5%	2.6%	?	10.7%	?
CCOc1cccc(C(=O)Nc2nnc(-c3cccs3)s2)c1	29.3%	-12.9	i	?	19.6%	20.1%	2.6%	11.7%	0.6%
CNC1=CC(=O)CC(c2ccccc2)C1 (stereo not drawn)	-22.1%	-13.7	i	-3.0%	-3.8%	-2.0%	?	9.1%	?
O=C(COC(=O)c1cccs1)Nc1cccc(S(=O)(=O)N2CCCCC2)c1	-10.0%	-12.9	i	15.9%	-4.4%	0.9%	10.4%	-4.4%	-3.9%
O=c1oc2ccccc2c(N2CCCCC2)c1CN1CCCCC1	-4.2%	6.2	i	-1.7%	11.6%	5.0%	?	9.7%	-2.7%
O=C(Nc1ccc(F)cc1F)c1ccc(-n2cccn2)nc1	-9.5%	15.6	i	0.0%	12.9%	5.0%	-0.6%	-3.1%	-4.7%
COc1ccccc1CNC(=O)CS(=O)(=O)Cc1nc(-c2ccccc2C)oc1C	6.4%	nt	i	7.4%	nt	nt	nt	-0.5%	nt
CC(C)CN(C(=O)COC(=O)Cc1cccc2ccccc12)c1c(N)n(Cc2ccccc2)c(=O)[nH]c1=O	6.4%	-5.0	i	16.1%	4.5%	2.3%	2.4%	4.8%	-37.9%[inhibitor]
COc1ccc(OC)c(Nc2nc(N)nc(CSc3nnc(N)s3)n2)c1	16.6%	8.4	i	6.9%	1.9%	3.9%	-10.2%	2.4%	-9.3%
COc1ccc(C(=O)N/C(=C\c2cn(C)c3ccccc23)C(=O)N2CCN(C)CC2)cc1	9.0%	-15.9	i	-1.0%	-1.8%	-8.4%	12.4%	2.4%	19.4%
Cc1ccc(S(=O)(=O)N2CCOCC2)cc1NC(=O)c1cccc(S(=O)(=O)N2CCCC2)c1	-16.1%	0.0	i	18.6%	0.1%	-0.6%	-3.6%	2.1%	-10.3%
CCn1cc(CN2CCc3c([nH]c4ccccc34)C2c2cccc(O)c2)c(C)n1 (stereo not drawn)	-16.7%	4.5	i	-28.0%	-19.1%	?	-7.9%	7.6%	2.6%

Fetched by structure from the list above:
mol	ATXN2 expr inh	IL1B secr inh	S2 tox	KB-V1 MDR tox	HT1080-NT tox	HT1080 IDH1KD tx	MCF10A rerep	KB-3-1 cytotox	SW480 rerep
O=C(c1ccccc1)N1CCCc2ccccc21	5.2%	15.2	i	-18.8%	1.0%	1.9%	-2.9%	-2.3%	-0.7%
O=C1c2ccccc2C(=O)N1OCc1ccccc1	-9.1%	15.5	i	1.8%	13.3%	6.9%	0.5%	2.7%	7.9%

Next results follow:
mol	ATXN2 expr inh	IL1B secr inh	S2 tox	KB-V1 MDR tox	HT1080-NT tox	HT1080 IDH1KD tx	MCF10A rerep	KB-3-1 cytotox	SW480 rerep
COC(=O)/C(C#N)=C/c1ccc(OC(=O)c2ccccn2)cc1	3.7%	2.0	i	4.7%	-0.4%	8.0%	-5.6%	1.4%	-1.9%
COc1ccc(C2=NOC(Cn3nc(C(=O)O)cc3-c3ccccc3)C2)cc1 (stereo not drawn)	3.2%	-0.9	i	-4.9%	15.8%	15.8%	3.9%	14.4%	-10.1%
CC(C)c1cccc(C(C)C)c1NC(=O)COC(=O)C1CCC1	4.7%	-0.4	i	5.5%	19.7%	12.8%	1.8%	2.6%	?
COc1ccc(OC)c(NC(=O)[C@@H]2CCCN2C(=O)c2cccs2)c1	6.9%	14.1	i	-5.7%	12.0%	8.4%	-7.5%	7.3%	-6.9%
Cc1ccc(/C=C(\C#N)C(=O)NC(C)c2ccccc2)o1 (stereo not drawn)	1.9%	?	i	-12.6%	-1.3%	13.6%	10.8%	2.0%	-2.6%
Cc1cccc(N2CCN(C(=O)c3cc4c(=O)oc5ccccc5c4s3)CC2C)c1 (stereo not drawn)	7.5%	nt	i	-28.7%	nt	nt	nt	-10.4%	nt
CCCCNC(=O)CN1C(=O)c2cccnc2Sc2ccccc21	11.2%	nt	i	-26.7%	nt	nt	nt	11.4%	nt
CN(CC(=O)N1CCN(c2ccccc2)CC1)S(=O)(=O)c1cccs1	25.4%	3.1	i	-13.8%	-28.4%	3.6%	1.5%	-9.9%	3.2%
O=C(Nc1ccccc1C(F)(F)F)c1ccccn1	0.2%	-15.1	i	2.9%	14.2%	18.3%	1.0%	0.2%	-6.6%
CC(C)(C)NC(=O)C1c2ccccc2OCC(=O)N1Cc1cccnc1 (stereo not drawn)	-11.9%	24.6	i	22.1%	18.9%	5.7%	nt	26.5%	nt
CCOC(=O)C1NN=C(C(=O)c2ccccc2)C1c1ccc(OC)cc1 (stereo not drawn)	-21.3%	22.9	i	20.2%	0.5%	12.5%	-7.2%	14.7%	-2.9%
O=C(Cc1ccccc1F)NCC1(N2CCOCC2)CCCCC1	9.8%	5.9	i	17.1%	-2.2%	8.6%	-3.0%	5.7%	-9.5%
CCCCc1nnc(NC(=O)Cc2ccc(S(=O)(=O)N3CCOCC3)s2)s1	nt	16.9	i	-0.7%	0.5%	1.2%	1.1%	2.9%	-2.0%
O=C(NCc1ccc(F)cc1)C(=O)Nc1nc(C23CC4CC(CC(C4)C2)C3)cs1	-22.6%	-2.1	i	9.2µM*	?	?	18.4µM*	?	?
CCOC(=O)C(C)NC(=O)CCc1nnc2ccc(N3CCC(C)CC3)nn12 (stereo not drawn)	nt	-97.0*	?	9.4%	-11.2%	-12.0%	25.9µM*	2.3%	-11.3%
COc1ccc(-n2c(Cc3cccn3C)nnc2SCC(=O)NCc2ccco2)cc1	3.0%	-13.4	i	-7.5%	-5.0%	-9.8%	10.0%	-13.4%	11.0%
Cc1ccccc1C(=O)OCc1cnc(Cl)s1	-25.4%	-22.6	i	?	7.5%	7.3%	12.7%	8.8%	-12.5%
CC(=O)c1ccc2c(c1)N(Cc1ccc3ccccc3c1)C(=O)C(C)S2 (stereo not drawn)	-19.8%	0.0	i	?	?	?	nt	?	nt
COc1cccc(Nc2nc(-c3ccccc3O)nc3ccccc23)c1	-10.6%	3.9	i	-29.4%	-24.7%	-27.5%	?	-26.0%	-8.5%
O=C(CNC(=O)c1ccccc1F)Nc1ccc2c(c1)CCC2	45.9%[activator]	0.0	i	-18.9%	16.6%	26.4%	5.1%	0.0%	-2.0%
CN(C)N1C(=O)CC(NNC(=O)c2ccncc2)C1=O (stereo not drawn)	23.5%	-20.9	i	1.0%	23.5%	20.6%	0.5%	6.2%	2.0%
CCn1c(SCc2nc3scc(-c4ccccc4)c3c(=O)[nH]2)nnc1-c1cccs1	-32.6%	0.6	i	0.0%	?	?	?	-13.7%	?
CC1Cc2ccccc2N1S(=O)(=O)c1ccc2c(c1)n(C)c(=O)c(=O)n2C (stereo not drawn)	?	23.1	i	16.4µM*	-6.3%	-8.4%	16.1%	2.4%	0.8%
